# bovine MsrA act – bovine MsrA enzyme activators, primary screen, biochemical, absorbance, HTS; Methionine sulfoxide reductase A (Bos taurus); purified bovine MsrA, absorbance read-out; activation, % at 10.6 µM; AID 602163, 2012; 0.3% of 360,000 active; in the data active = activation above about 7.5%;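 also: 0% = vehicle and 100% = reference activator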
# LMPTP inh – LMPTP phosphatase inhibitors, primary screen, biochemical, fluorescence intensity, uHTS; recombinant LMPTP-A, OMFP fluorogenic substrate; inhibition, % at 20 µM; AID 651560, 2012; 0.22% of 360,000 active; Low molecular weight phosphotyrosine protein phosphatase (Homo sapiens), P24666;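 active = compounds that cut the enzyme signal by at least half of the control window in the single-dose screen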;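 also: plate controls were DMSO wells with enzyme plus substrate for no effect and substrate without enzyme for full effect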
#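 Material: LMPTP-A; amount: 0.625 nM enzyme; doses: single 20 µM dose; times: reaction 50 min, room temperature, dark; technique: fluorescence intensity of OMFP turnover product; benchmarks: no-enzyme and uninhibited controls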
# Tb MetRS inh – T. brucei MetRS inhibitors, primary screen, biochemical, luminescence; methionyl-tRNA synthetase (Trypanosoma brucei brucei); purified T. brucei MetRS, ATP depletion, Kinase-Glo luminescence; inhibition, % at 11.9 µM; 0.4% of 360,000 active;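 active = inhibition above a per-plate cutoff of the control wells' mean inhibition plus 3 SD, cut at about 5.5% in these data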;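 also: 0% = DMSO wells median and 100% = median of wells with control inhibitor compound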
#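 Measured by: Kinase-Glo luciferase luminescence reporting remaining unconsumed ATP. Material: purified T. brucei MetRS enzyme. Doses: 11.9 µM compound single dose, 0.9% DMSO. Medium: HEPES buffer containing pyrophosphatase, BSA, spermine, DTT. Times: 15 min preincubation, 2 h reaction, all 25 °C. Reagent: methionine, ATP and bulk E. coli tRNA.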
# DNMT1 block – human DNMT1 methyltransferase inhibitors, primary screen, biochemical, molecular beacon, fluorescence, HinP1I cleavage, uHTS | DNA (cytosine-5)-methyltransferase 1 (Homo sapiens), P26358 | inhibition (reported as % activation of signal), % at 10 µM | 0.83% of 360,000 active | AID 588458, 2011; in the data active = inhibition above about 50%
# SUMO1 PPI mod – modulators of SUMO1 protein-protein interactions, primary screen, biochemical, uHTS; Small ubiquitin-related modifier 1 (Homo sapiens), P63165; SUMO1 binding to a labelled peptide, TR-FRET, 1 h; inhibition, % at 20 µM; 0.33% of 360,000 active; in the data active = inhibition above about 37%
# Target sequence (P63165 whole entry, looked up): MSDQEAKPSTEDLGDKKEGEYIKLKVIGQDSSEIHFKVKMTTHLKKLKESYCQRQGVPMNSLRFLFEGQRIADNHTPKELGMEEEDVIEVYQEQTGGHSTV
# Scp-1 inhibitor – Scp-1 phosphatase inhibitors, primary screen, biochemical, colorimetric, uHTS; 0.88% of 340,000 active; inhibition, % at 20 µM; Carboxy-terminal domain RNA polymerase II polypeptide A small phosphatase 1 (Homo …; AID 493091, 2011; Recombinant Scp1, phosphopeptide, malachite green phosphate absorbance;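 active = inhibition above about 50% at 20 µM, limit read from the data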;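 also: plate controls were DMSO wells with enzyme for no effect and wells lacking enzyme for full effect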
#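 System: SCP-1 catalytic domain; Reagent: Phospho 17-mer peptide substrate; Doses: one concentration, 20 µM, with 1.0% DMSO; Incubation: 45 min room-temperature reaction, 5 min colour, 30 min stabiliser; Signal: Phosphate-binding colour reagent, absorbance read at 630 nm.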
# E coli Lon inh – inhibitors of E. coli Lon protease, primary screen, biochemical, fluorescence polarization | P0A9M0 | purified E. coli Lon protease | inhibition, % at 7.94 µM | 0.42% of 360,000 active | AID 602123, 2011; in the data active = inhibition above about 13%, passing the limit was not always enough;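 also: 0% = enzyme with probe and DMSO and 100% = no enzyme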
# STEP inh – STEP phosphatase inhibitors, primary screen, biochemical, fluorescence intensity, uHTS; Tyrosine-protein phosphatase non-receptor type 5 (Homo sapiens), P54829; recombinant STEP, OMFP fluorogenic substrate; inhibition, % at 20 µM; 0.25% of 360,000 active; AID 588621, 2011;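 active = inhibition at 20 µM, scaled per plate between control wells, above about 37%, limit read from the data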;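 also: 0% = DMSO with enzyme and substrate and 100% = substrate only without enzyme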
#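 Measure: Control-normalized % inhibition with plate pattern correction | Test system: STEP phosphatase, cell-free reaction | Medium: pH 6.0 Bis-Tris with DTT and Tween 20 | Technique: Fluorescence, 480/540 nm | Times: Reaction 20 min, ambient temperature | Doses: Single compound dose of 20 µM, 1% DMSO final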
# NRP1-CendR mod – modulators of CendR peptide binding to NRP-1, primary screen, biochemical, fluorescence polarization, uHTS; Neuropilin-1 (Homo sapiens), O14786; FAM-RPARPAR peptide binding to NRP-1; inhibition, % at 25 µM; 0.85% of 360,000 active; AID 602438, 2012;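 active = inhibition or corrected inhibition above about 18%, plus a signal ratio from 0.5 to 1.5, limit read from the data, passing the limit was not always enough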; also: strong numbers were not always called active
# Target sequence (O14786 whole entry, looked up): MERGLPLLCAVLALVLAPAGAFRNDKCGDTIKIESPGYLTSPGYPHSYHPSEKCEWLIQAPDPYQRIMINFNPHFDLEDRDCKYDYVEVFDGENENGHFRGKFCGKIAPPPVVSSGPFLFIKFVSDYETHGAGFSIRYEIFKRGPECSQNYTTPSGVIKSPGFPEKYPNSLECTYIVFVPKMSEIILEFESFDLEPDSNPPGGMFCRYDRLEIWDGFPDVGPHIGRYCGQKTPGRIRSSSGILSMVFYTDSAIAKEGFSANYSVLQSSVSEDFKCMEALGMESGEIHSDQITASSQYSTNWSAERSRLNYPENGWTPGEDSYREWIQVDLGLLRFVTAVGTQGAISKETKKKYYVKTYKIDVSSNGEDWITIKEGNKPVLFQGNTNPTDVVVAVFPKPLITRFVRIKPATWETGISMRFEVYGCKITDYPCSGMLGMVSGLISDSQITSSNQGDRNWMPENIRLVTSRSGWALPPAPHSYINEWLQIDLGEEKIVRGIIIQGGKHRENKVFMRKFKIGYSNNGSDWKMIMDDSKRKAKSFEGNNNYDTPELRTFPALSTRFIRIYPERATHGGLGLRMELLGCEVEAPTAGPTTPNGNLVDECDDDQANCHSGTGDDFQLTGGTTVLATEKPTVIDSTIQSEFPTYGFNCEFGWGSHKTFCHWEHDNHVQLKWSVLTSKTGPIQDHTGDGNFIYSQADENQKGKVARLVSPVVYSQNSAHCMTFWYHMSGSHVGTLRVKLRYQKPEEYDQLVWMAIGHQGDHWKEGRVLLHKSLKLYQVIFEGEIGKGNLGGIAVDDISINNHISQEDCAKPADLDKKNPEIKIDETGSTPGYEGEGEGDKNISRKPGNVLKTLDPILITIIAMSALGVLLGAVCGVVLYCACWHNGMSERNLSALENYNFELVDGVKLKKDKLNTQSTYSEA
# MsrA inh – bovine MsrA enzyme inhibitors, primary screen, biochemical, absorbance, HTS | Methionine sulfoxide reductase A (Bos taurus) | purified bovine MsrA, absorbance read-out | inhibition, % at 15.5 µM | 0.75% of 360,000 active | AID 651718, 2012; in the data active = inhibition above about 4.5%;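 also: 0% = vehicle wells with enzyme and 100% = reference inhibitor wells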
# * hit, by the source's call; x = not tested or not shown.
SMILES,bovine MsrA act,LMPTP inh,Tb MetRS inh,DNMT1 block,SUMO1 PPI mod,Scp-1 inhibitor,E coli Lon inh,STEP inh,NRP1-CendR mod,MsrA inh
CCCS(=O)(=O)NC(=O)C1(C)CCCN(C(=O)c2nc(C)oc2C)C1 (stereo unspecified),-3,-2.7,0.0,2,1,x,-6,-3,9,x
CCc1ccc2cccc3c2c1N=CN3C,2,1.0,1.4,-23,-16,-4,0,3,11,2.4
Nc1nc(C(=O)N2CCOCC2)nn1S(=O)(=O)c1ccccc1,-1,-2.0,0.4,24,0,-2,4,0,10,-1.6
CC(OC(=O)c1cc(=O)[nH]c2ccccc12)C(=O)N1C(C)CCCC1C (stereo unspecified),-3,-0.3,-0.2,3,-4,-7,-2,-2,0,0.2
COCCn1nnnc1SCC(=O)c1ccccc1,-12,-0.8,-0.9,3,-3,-2,-7,-5,0,1.4
O=C(CN1CCC(Cc2ccccc2)CC1)NC(=O)NCc1ccccc1,-1,-0.9,-0.2,5,11,-10,1,0,-6,-0.8
COc1ccccc1N1CCN(C(=O)c2cc3c(-c4ccc(Cl)cc4)nn(C)c3s2)CC1,-12,0.8,-0.1,-29,7,-6,7,3,-10,-0.3
COc1cccc(NC(=O)C2CCN(S(=O)(=O)c3ccc4c(c3)C(C)(C)C(=O)N4C)CC2)c1,-3,1.6,-0.4,-1,1,-19,-5,-4,0,-1.2
CC(C)CNC(=O)c1cccc(NC(=O)c2ccccc2-c2ccccc2C(=O)O)c1,-4,-0.2,0.0,-2,5,-6,-9,-3,-2,-0.8
CCN(CC)CCNC(=O)c1ccc(NC(=O)C2CC(=O)N(CCc3ccc(OC)c(OC)c3)C2)cc1 (stereo unspecified),2,-9.1,0.0,-2,-35,-10,0,-5,7,0.2
Clc1cccc(Cl)c1CSc1nnc2ccccn12,-2,-0.5,0.1,4,-1,-11,12,-3,2,0.2
COC(=O)CN1C(=O)N/C(=C/c2ccc(OC)c(C)c2OC)C1=O,-5,-0.3,-0.3,0,-19,-7,-6,3,0,4.3
Cc1cc(NS(=O)(=O)c2ccc(NC(=O)c3ccc([N+](=O)[O-])s3)cc2)nc(C)n1,-2,-0.3,-0.2,-2,12,-13,-4,1,1,3.1
C=CCOC(=O)C1=C[C@@H](c2ccccc2)C[C@@H](OCc2ccc(CO)cc2)O1,-1,0.8,-0.2,-13,-5,-8,1,-1,-8,-0.8
Cc1cnc(NC(=O)CSc2nnc(COc3c(C)cccc3C)o2)s1,0,-0.3,-1.8,-2,2,-8,-1,1,-6,0.3
Cc1cc(C)c(S(=O)(=O)c2ccccc2C)c(SCC(C)C)n1,-9,2.1,-0.7,17,-3,-17,4,3,5,0.3
CC1CCN(c2ccccc2NC(=S)NC(=O)c2ccco2)CC1,0,3.6,-0.6,-8,1,21,2,6,-4,1.2
COc1cccc(CN(CC(=O)NC2CCCC2)C(=O)c2csnn2)c1,1,-1.1,-0.5,1,4,-3,-2,-1,7,0.1
Cc1ccc(/C=N/NC(=O)CC(=O)NCc2cccnc2)cc1,-3,-1.6,1.8,2,11,0,-6,1,-28,0.8
O=C(Nc1ccc2c(c1)OCCO2)c1cccnc1,-14,-0.6,-1.2,4,-3,-2,-4,1,-2,0.3
CCC(=O)Nc1ccnc(-c2cccnc2)n1,-3,-0.3,-0.8,2,-2,-4,-5,10,-6,1.5
COc1ccccc1C(=O)Nc1ccccc1N1CCOCC1,-1,0.2,-0.6,-1,-4,0,3,2,7,0.2
COc1ccccc1N1CCN(C(=O)CCc2ccc(S(=O)(=O)NC(C)C)cc2)CC1,0,-0.4,-1.1,-4,2,6,-1,2,9,-1.6
S=c1[nH]nc(-c2ccco2)n1Cc1ccccc1,1,-0.5,-0.3,5,-2,-7,-6,2,-2,-0.6

# 2 compounds from above, showing only E coli Lon inh.
canonical_smiles	E coli Lon inh
CCN(CC)CCNC(=O)c1ccc(NC(=O)C2CC(=O)N(CCc3ccc(OC)c(OC)c3)C2)cc1 (stereo unspecified)	0
Clc1cccc(Cl)c1CSc1nnc2ccccn12	12

# New compounds follow
SMILES,bovine MsrA act,LMPTP inh,Tb MetRS inh,DNMT1 block,SUMO1 PPI mod,Scp-1 inhibitor,E coli Lon inh,STEP inh,NRP1-CendR mod,MsrA inh
O=C(Cc1c(F)cccc1Cl)Nc1ccccn1,-2,-3.0,0.1,0,3,-12,-2,-3,0,-0.8
CC(C)OC(=O)c1ccc(OC(=O)c2cccnc2)cc1,1,-0.3,0.2,0,2,3,4,-3,4,-0.6
N#CC1=C(N)C(C#N)(C#N)[C@H](c2ccncc2)[C@H]2CN(C(=O)OCc3ccccc3)CC=C12,-1,-1.2,0.3,-3,-13,3,-6,0,-22,1.8
COc1cccc(C(C(=O)NC2CCCCC2)N(C(=O)c2ccco2)c2ccc(-n3cnnn3)c(C)c2)c1 (stereo unspecified),0,-0.3,0.4,4,-2,-9,-1,-2,-4,-0.2
COC1(NC(=O)c2ccccc2)C(C)=CC(=O)C=C1C,-4,-0.5,0.6,0,1,-8,-5,2,4,0.8
CC=Cc1cc2c(c(=O)o1)C(=O)C(O)C(C)O2 (stereo unspecified),-5,-1.0,-0.3,18,-9,17,-20,-1,-16,2.0
CCOC(=O)COc1ccc(S(=O)(=O)Nc2ccc(C)cc2)cc1,-2,-0.8,0.0,1,3,-7,0,1,9,-0.3
CC(=O)Nc1ccc(NS(=O)(=O)c2ccc3c(c2)NC(=O)CC(=O)N3)cc1,-6,-2.4,-0.3,-1,2,7,0,1,8,0.9
CCCOC(=O)c1cc(-c2ccc(C=O)o2)ccc1Cl,-5,1.0,-0.7,11,-15,-7,0,1,-12,2.4
O=c1cc(-c2ccccc2)nc(SCc2ccccc2F)[nH]1,-5,-0.4,-0.4,0,1,0,-5,0,0,-0.9
CC(=O)c1cccc(NC(=S)NC(=O)Cc2ccc(Cl)cc2)c1,3,1.9,-0.1,-5,5,-9,-4,0,5,0.4
CCc1c(C)nc2cc(-c3cc(OC)cc(OC)c3)nn2c1N1CCCC1,-2,8.3,-0.2,-5,2,8,-4,2,9,0.0

# 3 structures from above, arranged by count of non-hydrogen atoms, smallest number first.
SMILES,bovine MsrA act,LMPTP inh,Tb MetRS inh,DNMT1 block,SUMO1 PPI mod,Scp-1 inhibitor,E coli Lon inh,STEP inh,NRP1-CendR mod,MsrA inh
COC1(NC(=O)c2ccccc2)C(C)=CC(=O)C=C1C,-4,-0.5,0.6,0,1,-8,-5,2,4,0.8
O=c1cc(-c2ccccc2)nc(SCc2ccccc2F)[nH]1,-5,-0.4,-0.4,0,1,0,-5,0,0,-0.9
CCc1c(C)nc2cc(-c3cc(OC)cc(OC)c3)nn2c1N1CCCC1,-2,8.3,-0.2,-5,2,8,-4,2,9,0.0

# More entries.
SMILES,bovine MsrA act,LMPTP inh,Tb MetRS inh,DNMT1 block,SUMO1 PPI mod,Scp-1 inhibitor,E coli Lon inh,STEP inh,NRP1-CendR mod,MsrA inh
COc1cc(C(C)=O)ccc1COc1ccc(C(=O)OCC(N)=O)cc1OC,-6,0.2,-0.3,-1,3,-4,0,-7,-4,-0.1
O=C(Nc1ccc2c(c1)OCCO2)c1[nH]c(C(F)(F)F)nc1-c1ccccc1,-2,0.5,1.2,3,12,x,-10,-1,3,0.8
CC(C)(C)C1CCC(=NNC(=S)NCc2ccccc2)CC1 (stereo unspecified),-8,0.2,-0.7,6,3,-5,6,4,5,1.1
O=C1NN(c2ccc(F)c(Cl)c2)C(=O)/C1=C\c1cccc(OC(=O)c2cccs2)c1,-4,8.3,0.0,8,22,27,6,10,-114,1.2
COc1ccc(C2=Nn3c(nnc3C(F)(F)F)SC2)cc1,-1,-0.7,0.5,-2,-4,-1,-2,-1,-1,1.4
CC(=O)Nc1ccc(Nc2cc(C)nc3c(-c4ccccc4)c(C)nn23)cc1,-3,-0.2,-0.4,-1,3,-5,-7,2,-13,0.3
O=c1[nH]cnc2onc(-c3ccc(F)cc3)c12,-2,1.5,-0.8,-1,6,-15,-1,-4,-10,0.4
C#CCNC(=O)C1=C[C@@H](c2cn(C(C)=O)c3ccccc23)C[C@@H](OCc2ccc(CO)cc2)O1,-2,1.6,-0.3,-15,-2,-5,-19,-1,4,0.1
Cn1nnnc1SCc1cccc2ccccc12,-1,-1.3,0.1,3,0,-11,-4,3,-4,1.5
O=C(NC(NC(=S)Nc1c(Cl)cc(Cl)cc1Cl)C(Cl)(Cl)Cl)OCc1ccccc1 (stereo unspecified),-3,0.3,-0.5,-8,1,-4,0,1,-4,1.4
CCC(C)[C@H](NC(=O)NCc1ccc(Cl)cc1)C(=O)OC (stereo partly specified),-7,-1.6,-1.1,0,-2,3,-1,2,0,-0.5
CCC(C)c1ccc(NC(=O)COC(=O)C2CCCC2)cc1 (stereo unspecified),-2,1.5,0.1,5,3,-5,-2,1,15,-1.1
CCN(CC)N=Nc1cccc(NC(C)=O)c1,-3,-0.5,-0.3,6,-6,3,-2,-4,2,2.8
CC(C(=O)Nc1ccc2c(c1)OCO2)N(c1ccc(Cl)cc1)S(C)(=O)=O (stereo unspecified),1,-1.9,-0.5,-3,-4,-7,1,-3,-1,0.7
N#C/C(=C\c1ccc(Cl)cc1)c1nc2ccccc2o1,-2,2.1,0.5,-3,-7,-3,-20,-5,1,-0.7
C=CC[C@H](CC(=O)N[C@H](CO)Cc1ccccc1)C(=O)N[C@@H](COC(=O)[C@H](CC=C)CC(=O)OC(C)(C)C)Cc1c[nH]c2ccccc12,2,4.5,-0.2,-15,1,-11,-5,-1,11,0.0
Cc1ccc2[nH]c(C(=O)N/N=C/c3ccccc3O)c(C)c2c1,-2,2.1,0.3,4,-7,-14,-4,-2,-1,2.6
NC(=O)c1c(NC(=S)Nc2ccccc2)sc2c1CCCC2,0,7.0,-0.1,-12,8,-3,-4,10,-23,3.0
CN1C[C@@H]2C(c3ccccc3)C3(c4ccc(C#N)cc4)CC2(C3)[C@H]1c1ccccc1 (stereo partly specified),-2,-0.7,-0.1,4,2,2,4,1,-3,-0.3
Cn1c(/C=N/NC(=O)c2ccccc2)nc2ccccc21,-4,0.3,0.2,-4,-9,-4,3,-2,-5,4.4
O=C(O)c1cc(NN=C2CCN(Cc3ccccc3)CC2)ccc1Cl,-3,0.6,-0.2,1,1,9,-5,7,-10,0.8

# Compound activity: PubChem, several laboratories

# Outcome played no part in choosing rows, and some 4.3% of all compounds hit somewhere here.
